Compound activity from PubChem.
CD11b adhes inh – inhibitors of CD11b/CD18 adhesion to fibrinogen, primary screen, K562 cells, luminescence; ATPlite luminescence; Mn2+ added to activate the integrin; inhibition, % at 10 µM; 0.54% of 93,000 active;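 active means primary inhibition of 50% or more at 10 µM, then 40% or more on retest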; further: some results filed as inactive read as strong as hits
sEH inhibitor – soluble epoxide hydrolase inhibitors, primary screen, biochemical, human sEH; Bifunctional epoxide hydrolase 2 (Homo sapiens), P34913; 0.34% of 91,000 active; recombinant human sEH enzymatic activity assay; inhibition, % at 2 µM; in the data active means inhibition above about 80%; further: values of inactives mirror those of a sister screen read the other way; many of its hits are not listed in these tables
Target sequence (P34913 whole entry, looked up): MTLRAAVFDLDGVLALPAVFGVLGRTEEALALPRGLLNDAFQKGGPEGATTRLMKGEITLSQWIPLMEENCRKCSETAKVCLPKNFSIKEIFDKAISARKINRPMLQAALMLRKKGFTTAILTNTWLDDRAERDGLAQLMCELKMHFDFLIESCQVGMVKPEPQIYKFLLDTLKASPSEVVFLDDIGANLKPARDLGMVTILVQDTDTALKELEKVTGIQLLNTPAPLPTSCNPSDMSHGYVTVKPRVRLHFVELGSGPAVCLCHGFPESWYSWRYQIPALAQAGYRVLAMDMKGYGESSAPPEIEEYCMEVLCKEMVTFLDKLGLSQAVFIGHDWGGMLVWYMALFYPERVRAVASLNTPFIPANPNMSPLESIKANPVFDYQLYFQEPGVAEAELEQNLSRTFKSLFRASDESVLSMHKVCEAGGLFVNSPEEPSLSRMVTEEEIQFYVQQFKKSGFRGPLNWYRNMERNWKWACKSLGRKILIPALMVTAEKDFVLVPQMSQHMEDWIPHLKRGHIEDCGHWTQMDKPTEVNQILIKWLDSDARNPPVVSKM
Calb biofilm kill – clotrimazole potentiators killing Candida biofilms, primary screen, with clotrimazole, Alamar Blue; C. albicans biofilm + clotrimazole; AID 834, 2007; 0.14% of 85,000 active; inhibition, % at 6 µM;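 active means inhibition above 20%; inactive means inhibition below 20%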;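 further: preformed 24 hr biofilms exposed to compound for 48 hr; 0% = biofilm without compound and 100% = blank killed by clotrimazole plus chlorhexidine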
sEH act – soluble epoxide hydrolase activators, primary screen, biochemical, human sEH; Bifunctional epoxide hydrolase 2 (Homo sapiens), P34913; purified human sEH enzymatic activity, activator screen; activation, % at 2 µM; 0.04% of 91,000 active; AID 717, 2007; in the data active means activation above about 37%; further: values of inactives mirror those of a sister screen read the other way
MT1-MMP txn act – MT1-MMP promoter reporter activation – cell-based, luciferase luminescence, primary screen; HT1080 MT1-MMP promoter luciferase reporter, overnight; stronger effect = higher value; activation factor at 10 µM; 0.16% of 86,000 active; AID 750, 2007;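 active means activation factor of at least 2 for MT1-MMP transcription at 10 µM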
CD11b adhes enh – enhancers of CD11b/CD18 adhesion to fibrinogen, primary screen, K562 cells, luminescence. activation, % at 10 µM. AID 1499, 2009. ATPlite luminescence. 0.07% of 93,000 active;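 active means 10 µM primary screen giving 50% or more activity, confirmed by 40% or more on retest at that dose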; further: strong numbers were not always called active; reference of the scale not given here
ERa SRC1 pot – enhancers of ERα–SRC-1 coactivator binding, primary screen, biochemical, TR-FRET, ERα LBD, low estradiol; Estrogen receptor (Homo sapiens), P03372; TR-FRET ERalpha-LBD/SRC-Cy5 coactivator binding, 2 h; 100 = basal binding, no effect; coactivator binding (% of control), % at 25.6 µM; 1.3% of 86,000 active; AID 639, 2007; in the data active means activity above about 200%;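 further: binding measured in presence of low estradiol as agonist stimulus; 0% = peptide alone without receptor and 100% = receptor with peptide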
ERb coact inh – inhibitors of ERβ-SRC1 coactivator interaction, primary screen, biochemical, TR-FRET, ERβ LBD, SRC-1 peptide. 1.3% of 86,000 active. inhibition, % at 25.6 µM. Estrogen receptor beta (Homo sapiens), Q92731. TR-FRET ER-beta LBD / SRC1-Cy5 peptide binding; receptor agonist-loaded with 1 µM estradiol;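 active means compounds whose percent inhibition of the receptor-coactivator binding signal exceeds about 50% in the single-dose screen, limit read from the data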;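 further: 0% = receptor plus peptide wells without compound and 100% = peptide-only wells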
Smad3 inh – Smad3/FoxH1 peptide binding inhibitors, primary screen, biochemical, TR-FRET; Mothers against decapentaplegic homolog 3 (Homo sapiens), P84022; AID 630, 2007; 0.29% of 88,000 active; TR-FRET Smad3/Dy647-FoxH1 peptide binding, europium anti-His; inhibition, % at 25 µM;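 active means compounds that reduce the energy-transfer binding signal between the protein and its labelled peptide by more than half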;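 further: 0% = Smad3 plus labelled peptide maximal FRET and 100% = peptide-only background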
Target sequence (P84022 whole entry, looked up): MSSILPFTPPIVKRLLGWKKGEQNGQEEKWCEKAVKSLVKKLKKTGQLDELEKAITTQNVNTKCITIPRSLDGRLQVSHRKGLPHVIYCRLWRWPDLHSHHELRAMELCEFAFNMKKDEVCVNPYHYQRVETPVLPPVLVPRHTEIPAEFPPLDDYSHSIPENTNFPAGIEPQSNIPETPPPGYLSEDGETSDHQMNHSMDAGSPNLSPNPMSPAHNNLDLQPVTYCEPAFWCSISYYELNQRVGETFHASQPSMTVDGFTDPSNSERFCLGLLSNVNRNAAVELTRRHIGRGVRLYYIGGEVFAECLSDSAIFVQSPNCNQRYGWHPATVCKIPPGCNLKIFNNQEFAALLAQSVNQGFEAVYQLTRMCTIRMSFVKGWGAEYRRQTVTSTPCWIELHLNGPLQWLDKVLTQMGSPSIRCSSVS
Starred values were filed as active, the others as inactive; · = no result given; [ ] = dose if it differs, or a comment.

Preview, five compounds:
SMILES	CD11b adhes inh	sEH inhibitor	Calb biofilm kill	sEH act	MT1-MMP txn act	CD11b adhes enh	ERa SRC1 pot	ERb coact inh	Smad3 inh
COc1ccc(C(=O)C(CN2CCOCC2)c2ccccc2)cc1 (stereo unspecified)	2	11	5	-14	0.6	-2	86	-2	13
CCCCNC(=O)c1cc(-c2ccc(OC)c(OC)c2)on1	1	-4	3	6	1.1	-3	145	1	3
CCc1cc2c(=O)[nH]c(Cc3ccccc3)nc2s1	3	2	·	-1	·	1	·	·	·
COc1cc(C(=O)NCCC(=O)NCCCN2CCCCC2)cc(OC)c1OC	10	·	·	·	1.1	-1	146	-13[fluorescence artefact?]	5
CC(CN1CCCCC1)OC(=O)c1ccc(Cl)cc1 (stereo unspecified)	-11	-8	6	8	1.2	-2	117	-10[fluorescence artefact?]	10

The list itself, from the first entry:
SMILES	CD11b adhes inh	sEH inhibitor	Calb biofilm kill	sEH act	MT1-MMP txn act	CD11b adhes enh	ERa SRC1 pot	ERb coact inh	Smad3 inh
COc1ccc(C(=O)C(CN2CCOCC2)c2ccccc2)cc1 (stereo unspecified)	2	11	5	-14	0.6	-2	86	-2	13
CCCCNC(=O)c1cc(-c2ccc(OC)c(OC)c2)on1	1	-4	3	6	1.1	-3	145	1	3
CCc1cc2c(=O)[nH]c(Cc3ccccc3)nc2s1	3	2	·	-1	·	1	·	·	·
COc1cc(C(=O)NCCC(=O)NCCCN2CCCCC2)cc(OC)c1OC	10	·	·	·	1.1	-1	146	-13[fluorescence artefact?]	5
CC(CN1CCCCC1)OC(=O)c1ccc(Cl)cc1 (stereo unspecified)	-11	-8	6	8	1.2	-2	117	-10[fluorescence artefact?]	10
COc1ccc2c(c1OC)C(=O)N1C2SC[C@H]1C(=O)NC1CC(C)(C)NC(C)(C)C1 (stereo partly specified)	-8	4	6	-6	1.1	0	123	-1	0
COCCOC(=O)C1=C(C)N=C2SCCC(=O)N2C1c1cccc(Br)c1 (stereo unspecified)	-9	·	-7	·	1.2	-1	86[fluorescence artefact?]	4	0
CC(=O)SC(C)CC(=O)Nc1ccccc1 (stereo unspecified)	0	·	9	·	1.1	-1	100	4	4
Clc1ccc(-n2nnnc2-c2cnc(-c3ccncc3)nc2-c2cccs2)cc1	·	-7	9	8	1	·	94	-3	10
CCc1c(C)c(C#N)c2nc3ccccc3n2c1NCC1CCCO1 (stereo unspecified)	-8	-6	7	5	1.1	2	107	-8	-5
COc1cc(OC)cc(-c2cc3nc(C)cc(N4CCN(C(=O)c5ccco5)CC4)n3n2)c1	-4	-3	·	1	·	5	·	·	·
CCOc1ccccc1C(=O)NCCCN1CCN(CCCNC(=O)c2ccccc2OCC)CC1	-41	·	3	·	1.2	8	93	-22	4

Compound profiles, as listed above.
CC(CN1CCCCC1)OC(=O)c1ccc(Cl)cc1 (stereo unspecified) reads CD11b adhes inh: -11; sEH inhibitor: -8; Calb biofilm kill: 6; sEH act: 8; MT1-MMP txn act: 1.2; CD11b adhes enh: -2; ERa SRC1 pot: 117; ERb coact inh: -10[fluorescence artefact?]; Smad3 inh: 10
CCOc1ccccc1C(=O)NCCCN1CCN(CCCNC(=O)c2ccccc2OCC)CC1 reads CD11b adhes inh: -41; sEH inhibitor: ·; Calb biofilm kill: 3; sEH act: ·; MT1-MMP txn act: 1.2; CD11b adhes enh: 8; ERa SRC1 pot: 93; ERb coact inh: -22; Smad3 inh: 4

Following part.
SMILES	CD11b adhes inh	sEH inhibitor	Calb biofilm kill	sEH act	MT1-MMP txn act	CD11b adhes enh	ERa SRC1 pot	ERb coact inh	Smad3 inh
O=c1cc(O)n(-c2ccc(F)cc2)c(=S)[nH]1	-24	-2	-8	0	1.1	-3	111	-2	6
CC(C)NC(=O)CCCc1ccccc1	-1	·	8	·	1.4	-9	112[fluorescence artefact?]	-5	6
Nc1ccccc1N1CCN(C(=O)c2ccccc2)CC1	·	-9	4	13	1.1	·	81[fluorescence artefact?]	12	1
COCCn1nnnc1C(CC(C)C)N1CCN(c2cccc(OC)c2)CC1 (stereo unspecified)	6	·	7	·	1.1	-4	123	7	-1
COc1ccc(OC)c(C(=O)C2COC(=O)C2)c1 (stereo unspecified)	4	11	4	-7	·	0	104	-16[fluorescence artefact?]	13
Cc1nc(CSc2nnc3scc(-c4ccccc4)n23)cs1	-13	6	·	-4	1.2	-3	121	-3	2[fluorescence artefact?]
CCOC(=O)c1ccc(NC(=O)CSc2nc(SC)ns2)cc1	88	12	2	-12	1.5	-14	117	-2	-1
COc1ccccc1-c1coc2c(CN3CCN(C)CC3)c(O)ccc2c1=O	-10	-14	7	12	1.2	-2	68	-1	10
CCn1c(NCc2ccc3c(c2)OCO3)nc2ccccc21	·	0	1	2	1.4	·	105	-2	-4
Cc1ccc2c(c1)CCCN2C(=O)Nc1ccc2c(c1)OCO2	10	-5	·	11	1	1	106	3[fluorescence artefact?]	5
COc1ccc(-c2nnn(CC(=O)N(C3CCCCC3)C(C)C(=O)NC3CCCC3)n2)cc1OC (stereo unspecified)	10	-5	6	4	1.1	-2	104[fluorescence artefact?]	-5[fluorescence artefact?]	1[fluorescence artefact?]
CCCC(=Nc1ccc(N)cc1)C1=C(O)C(C(=O)OC)C(C)(C)CC1=O (stereo unspecified)	-4	-1	7	1	1.1	-3	97	66*[fluorescence artefact?]	3

3 compounds picked at random from the list so far:
SMILES	CD11b adhes inh	sEH inhibitor	Calb biofilm kill	sEH act	MT1-MMP txn act	CD11b adhes enh	ERa SRC1 pot	ERb coact inh	Smad3 inh
COc1ccc(-c2nnn(CC(=O)N(C3CCCCC3)C(C)C(=O)NC3CCCC3)n2)cc1OC (stereo unspecified)	10	-5	6	4	1.1	-2	104[fluorescence artefact?]	-5[fluorescence artefact?]	1[fluorescence artefact?]
CCCC(=Nc1ccc(N)cc1)C1=C(O)C(C(=O)OC)C(C)(C)CC1=O (stereo unspecified)	-4	-1	7	1	1.1	-3	97	66*[fluorescence artefact?]	3
CC(C)NC(=O)CCCc1ccccc1	-1	·	8	·	1.4	-9	112[fluorescence artefact?]	-5	6

Remaining list, next part.
SMILES	CD11b adhes inh	sEH inhibitor	Calb biofilm kill	sEH act	MT1-MMP txn act	CD11b adhes enh	ERa SRC1 pot	ERb coact inh	Smad3 inh
Cc1ccccc1NC(=O)c1cnn(-c2ccccc2)c1NC(=O)c1ccco1	-7	·	5	·	1	-3	95	-6	9
COc1ccc(/C(CC2(O)C(=O)Nc3ccccc32)=N\O)cc1 (stereo unspecified)	·	·	-1	·	1.1	·	102	-1	-14
Cc1ccc(N2CC(C(=O)N3CCN(c4ccccc4)CC3)CC2=O)cc1 (stereo unspecified)	9	-6	6	10	1	3	118	-25	9
CO/N=C/NC(=O)N1OC[C@@H]2COc3ccc4ccccc4c3[C@@H]21	-4	-12	4	9	1.1	1	93	0[fluorescence artefact?]	9[fluorescence artefact?]
O=C(Nc1ccc(Cl)cn1)c1cnn2cccnc12	-2	-1	6	7	1.3	7	123[fluorescence artefact?]	-1	6
COc1cccc(-n2c(SCC(=O)N3CCOCC3)nnc2-c2c[nH]c3ccccc23)c1	-10	·	6	·	1	-2	71[fluorescence artefact?]	-9[fluorescence artefact?]	10
CCOC(=O)CCc1c(C)nc(SCCCn2c(=O)[nH]c3ccccc32)c(C#N)c1C	·	-5	0	8	1	·	70	20[fluorescence artefact?]	-9
CCOC(=O)N1CCN(S(=O)(=O)c2c(C)cc(C)cc2C)CC1	5	4	0	-3	1.2	7	135	-7	-4
Cn1c2c(c(=O)n(C)c1=O)C(NC(=O)c1cccs1)(C(F)(F)F)C(=O)N2 (stereo unspecified)	-7	19	0	-16	1.2	4	99	6[fluorescence artefact?]	-3
CCN(CC)CCCN1C(=O)C(=O)/C(=C(/O)c2c(C)nc3ccccn23)C1c1ccc(C)o1 (stereo unspecified)	·	·	1	·	1.2	·	122	-2	7
CN1CCN(Cc2cc(=O)oc3cc4c(cc23)CCC4)CC1	-6	-3	9	4	1	-5	107	-15	5
CCc1nnc(NC(=O)c2ccc(OC)cc2OC)s1	17	-13	·	11	·	1	·	·	·
O=c1cc(Cn2nnc(-c3ccc(Cl)cc3)n2)nc2sccn12	0	·	6	·	1.1	1	89[fluorescence artefact?]	-1	-1
COc1ccc(NC(=O)N(CCN2CCCC2)Cc2cc3cc(OC)c(OC)cc3[nH]c2=O)cc1	-10	11	·	-6	1.1	1	·	·	·
O=C(Nc1ccccc1N1CCN(c2ccccc2)CC1)C12CC3CC(CC(C3)C1)C2	·	50	9	-48	1.2	·	110	-5	5
CCCC1Cc2nc(N3CCCCC3)c(C#N)cc2CO1 (stereo unspecified)	4	5	·	-2	1	1	106	3	17[fluorescence artefact?]
O=S(=O)(NCc1cn2ccccc2n1)c1cc(F)ccc1F	·	8	0	-4	1.1	·	183	-9[fluorescence artefact?]	2
O=C(NCCCCc1ccccc1)C12CN(Cc3ccccc3)CC1C(c1cccc([N+](=O)[O-])c1)=NO2 (stereo unspecified)	11	-3	·	1	·	10	·	·	·
O=C1CCCC2=C1C(c1ccccc1)CC(=O)N2c1ccccc1 (stereo unspecified)	-14	-11	4	9	1.1	0	90	-11[fluorescence artefact?]	9
Cn1c(=O)oc2cc(S(=O)(=O)NC3CCCCCCC3)ccc21	-3	·	6	·	1.2	-1	106	-1	4
CN1CCN(CCCNC(=O)C2CC(=O)N(C3CCCCC3)C2)CC1 (stereo unspecified)	-26	4	6	-5	1.1	7	101	12	3
COc1ccc(-c2nc3c4ccccc4[nH]c(=O)n3n2)cc1	-4	2	0	-4	1.3	1	126[fluorescence artefact?]	4[fluorescence artefact?]	12
COC(=O)c1ccccc1NC(=O)Cn1cc(Br)cn1	-8	2	11	-1	1.2	-8	97	13	-5
Cc1cc(SCC#N)n2nc(C)c(-c3ccc(Cl)cc3)c2n1	-12	2	8	1	1	1	88	-15	2
Cc1cc(C(=O)CSc2nnc(-c3ccc(F)cc3)o2)c(C)n1CC1COc2ccccc2O1 (stereo unspecified)	4	17	3	-14	1.2	15	83	-13	0
CCCC12CN(C(=O)c3ccc(OC)cc3)CC(C)(CN(C(=O)c3ccc(OC)cc3)C1)C2=O	1	-6	-1	9	0.9	2	87	-2[fluorescence artefact?]	1
COc1cc(NC(=O)c2nnn(Cc3ccc(SC)cc3)c2N)cc(OC)c1	6	-10	2	11	1.1	-5	124[fluorescence artefact?]	-8	0
N#CC1=C(N)N(c2ccc(Oc3ccccc3)cc2)C(=O)C1	·	-11	11	10	0.9	·	108[fluorescence artefact?]	4[fluorescence artefact?]	-3
O=c1[nH]cnc2c1cnn2Cc1ccccc1	-2	·	9	·	1.2	-3	112	-8	2
Cc1ccc(C(=O)Nc2ccccc2-c2ccccc2)cc1[N+](=O)[O-]	-9	6	·	-8	·	5	·	·	·
CCOC(=O)c1sc(NC(=O)CSc2nc(C)cc(C)c2C#N)c(C#N)c1C	·	·	0	·	1.1	·	267*	21	-6[fluorescence artefact?]
C=CCNc1oc(-c2ccc(OCC)cc2)nc1C#N	-6	1	-2	-3	1.2	1	117	-5[fluorescence artefact?]	-2[fluorescence artefact?]
CCN(CCCNC(=O)C1CCN(S(=O)(=O)N2CCC3(CC2)OCCO3)CC1)c1ccccc1	·	90*	2	-90	1.2	·	107	-5[fluorescence artefact?]	-8

Only part of the results is shown; the hit share may differ from the screen's.
